Assay outcomes (PubChem BioAssay)
KCNQ2 inh: KCNQ2 potassium channel inhibitors, primary screen, cell-based, CHO-K1, FluxOR thallium flux, B-score (AID 2156). B-score at 10 µM. 310,000 compounds, 1.1% hits. Potassium voltage-gated channel subfamily KQT member 2 (Rattus norvegicus), O88943. 20 min; stronger effect = lower value;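 active = fluorescence ratio B-score at most minus 3 library SDs, with starting brightness B-score within 2 library SDs, cut at about -5.5 in these data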
Target sequence (O88943 whole entry, looked up): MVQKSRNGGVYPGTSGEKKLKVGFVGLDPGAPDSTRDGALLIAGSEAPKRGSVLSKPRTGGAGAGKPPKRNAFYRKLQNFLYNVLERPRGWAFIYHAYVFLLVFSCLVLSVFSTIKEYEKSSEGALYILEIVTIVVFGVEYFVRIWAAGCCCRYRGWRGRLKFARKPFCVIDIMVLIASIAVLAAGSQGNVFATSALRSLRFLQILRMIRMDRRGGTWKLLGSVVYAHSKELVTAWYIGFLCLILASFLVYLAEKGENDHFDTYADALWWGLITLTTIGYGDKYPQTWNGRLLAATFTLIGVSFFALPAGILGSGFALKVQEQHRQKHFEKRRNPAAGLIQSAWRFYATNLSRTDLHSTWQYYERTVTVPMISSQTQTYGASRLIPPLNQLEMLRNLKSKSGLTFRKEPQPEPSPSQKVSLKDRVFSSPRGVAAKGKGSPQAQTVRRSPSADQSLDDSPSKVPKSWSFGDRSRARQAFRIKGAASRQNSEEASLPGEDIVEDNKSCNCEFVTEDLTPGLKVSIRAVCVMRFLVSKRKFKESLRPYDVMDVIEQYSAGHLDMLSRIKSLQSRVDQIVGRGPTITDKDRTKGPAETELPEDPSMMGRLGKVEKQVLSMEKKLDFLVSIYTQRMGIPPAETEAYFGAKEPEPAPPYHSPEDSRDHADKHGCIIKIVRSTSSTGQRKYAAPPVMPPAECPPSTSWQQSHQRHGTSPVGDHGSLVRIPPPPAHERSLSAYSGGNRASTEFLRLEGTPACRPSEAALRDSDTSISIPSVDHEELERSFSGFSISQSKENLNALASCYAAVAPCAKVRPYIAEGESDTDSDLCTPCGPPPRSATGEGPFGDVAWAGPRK
Kir21 block: inhibitors of mouse Kir2.1 inward-rectifier potassium channel. B-score at 10 µM. Inward rectifier potassium channel 2 (Mus musculus), P35561. HEK293-Kir2.1, FluxOR thallium flux fluorescence; stronger effect = lower value. 310,000 compounds, 0.85% hits. AID 1672, 2009;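 active = fluorescence ratio B-score at or below minus 3 SD of library scores, with starting-brightness B-score within 2 SD, cut at about -4.2 in these data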;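 note: channel flux triggered by added potassium and thallium sulfate stimulus; B-score of peak minus minimum fluorescence over baseline after thallium stimulus; more negative B-score means stronger Kir2.1 block with less thallium influx; some compounds called inactive have numbers as strong as hits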
STK33 inh: inhibitors of purified STK33 kinase, primary screen, biochemical, ADP-Glo luminescence, homogeneous, cell-free; Serine/threonine-protein kinase 33 (Homo sapiens), Q9BYT3; MBP phosphorylation; 320,000 compounds, 0.073% hits; AID 2661, 2010; inhibition, % at 10 µM;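 active = inhibition at or above 25%, using the most active replicate where run in duplicate; inactive = inhibition below 25%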
* hit, by the source's call; i = inactive; . = not tested or not shown. The order is random; overall some 1.9% were active at least once.

Each structure is followed by: Kir21 block | KCNQ2 inh | STK33 inh
- O=C(CSc1nnc(-c2ccccc2)n1-c1ccc(Cl)cc1)NC1CCS(=O)(=O)C1 (stereo not given)
    -0.98 | i | -0.8
- CC(=O)Oc1ccc(OC(C)=O)c(SCCCCCCl)c1
    -2.54 | i | .
- Cc1ccnc(NC(=O)c2ccc(NC(=O)c3ccco3)cc2)c1
    0.36 | i | -0.8
- O=C(/C=C/c1ccccc1)NC1CC2CCCC(C1)N2Cc1ccccc1 (stereo not given)
    0.67 | i | 0.4
- O=C(/C=C\c1ccc2c(c1)OCO2)Nc1nnc(SCC(=O)OCc2ccccc2)s1
    1.67 | i | -1.4
- O=C(NCc1ccccc1)[C@@H]1C[C@H]1[C@@H](NP(=O)(c1ccccc1)c1ccccc1)c1ccccc1
    -0.27 | i | 0.2
- COC(=O)C1CCN(C(=O)[C@H](C)NC(=O)C2CC(=O)N(c3ccc(F)cc3)C2)CC1 (stereo not given in full)
    1.25 | i | -0.6
- CN(C)CCCn1c(N)c(S(=O)(=O)c2ccccc2)c2nc3ccccc3nc21
    0.35 | i | -0.7
- CCC(Sc1nc2cc(OC)c(OC)cc2c(=O)n1Cc1ccco1)C(=O)NCCOC (stereo not given)
    -1.9 | i | 1.6
- CCOC(=O)C1CCCN(Cc2ccc(OC)cc2OC)C1 (stereo not given)
    -1.12 | i | -0.4

Reformatted as labelled records: part of the list above.
CCC(Sc1nc2cc(OC)c(OC)cc2c(=O)n1Cc1ccco1)C(=O)NCCOC (stereo not given)
- Kir21 block: -1.9
- KCNQ2 inh: i
- STK33 inh: 1.6

CCOC(=O)C1CCCN(Cc2ccc(OC)cc2OC)C1 (stereo not given)
- Kir21 block: -1.12
- KCNQ2 inh: i
- STK33 inh: -0.4

Further entries.
Each structure is followed by: Kir21 block | KCNQ2 inh | STK33 inh
- COc1ccc(CNC(=O)C2CCC(=O)N(CCCN3CCCC3=O)C2)cc1 (stereo not given)
    -0.01 | i | 0.0
- CCCCn1nc(C(=O)Nc2ccc(S(=O)(=O)Nc3ncccn3)cc2)c2ccccc2c1=O
    -0.43 | i | 0.8
- O=S(=O)(Nc1nc2ccccc2s1)c1cnc(Cl)c(Br)c1
    0.43 | i | -0.2
- C[C@H]1CN=C(Nc2ccccc2)N1CCC1CCCCC1
    0.07 | i | -1.5
- O=C(NCc1ccccc1Cl)NC(=O)c1ccccc1
    0.64 | i | 13.6
- Cc1c(/C=C/C(=O)c2ccccc2O)cnn1C
    0.29 | i | -3.0
- NC1=NC(=O)/C(=C/C=C/c2cccs2)S1
    0.9 | i | -0.6
- CCc1c(C)sc(NC(=O)c2cccs2)c1C(N)=O
    -0.89 | i | 0.1
- Cc1cccc(N2C(=O)SC(N(C)c3ccccc3)C2=O)c1 (stereo not given)
    0.33 | i | -0.3
- CCN1CCc2c(C#N)c(N3CCCCC3)nc(N3CCOCC3)c2C1
    -1.01 | i | -1.2

An excerpt from above in order of SMILES length, smallest number first:
Each structure is followed by: Kir21 block | KCNQ2 inh | STK33 inh
- Cc1cccc(N2C(=O)SC(N(C)c3ccccc3)C2=O)c1 (stereo not given)
    0.33 | i | -0.3
- O=S(=O)(Nc1nc2ccccc2s1)c1cnc(Cl)c(Br)c1
    0.43 | i | -0.2
- CCC(Sc1nc2cc(OC)c(OC)cc2c(=O)n1Cc1ccco1)C(=O)NCCOC (stereo not given)
    -1.9 | i | 1.6
- O=C(/C=C\c1ccc2c(c1)OCO2)Nc1nnc(SCC(=O)OCc2ccccc2)s1
    1.67 | i | -1.4
- COC(=O)C1CCN(C(=O)[C@H](C)NC(=O)C2CC(=O)N(c3ccc(F)cc3)C2)CC1 (stereo not given in full)
    1.25 | i | -0.6

Going on with the list.
Each structure is followed by: Kir21 block | KCNQ2 inh | STK33 inh
- Cc1cccc(CN2CCSCC2)c1
    0.06 | i | 1.1
- C=CCc1cccc(OC)c1OCCOCCn1ccnc1
    1.23 | i | -0.6
- c1ccc(CN2CCN(Cc3nnc(-c4ccccc4)o3)CC2)cc1
    -0.57 | i | -1.4
- Cc1ccc(S(=O)(=O)Nc2ccccc2)cc1C(=O)N1CCCC1
    -0.07 | i | -0.5
- CCN(CC)c1ccc(/C=c2/sc3nnc(-c4ccccc4C)n3c2=O)cc1
    -2.48 | i | -0.6
- CCn1c(CCc2ccccc2)nc2ccccc21
    0.66 | i | 0.4
- COc1ccc(NC(=O)Nc2ccccc2C(N)=O)cc1
    0.07 | i | 3.3
- COc1cccc2[nH]c(C(=O)NC(C)c3ccccc3)cc12 (stereo not given)
    0.16 | i | 0.5
- CCOC(=O)c1cn[nH]c1N
    -1.73 | i | -2.2
- COC(=O)c1ccccc1NC(=O)c1cc([N+](=O)[O-])nn1Cc1ccccc1
    1.2 | i | -0.3
- Cc1c(Cl)cccc1NC(=O)CCNC(=O)N1CC(=O)Nc2ccccc21
    -0.31 | i | -0.6
- CC(=O)NC1C(=O)N=C(SCC(=O)NC2CCCCC2)NC1=O (stereo not given)
    1.19 | i | -0.5
- Cc1ccc(Cl)cc1NC(=O)CN1CCN(S(=O)(=O)N2CCC(C)CC2)CC1
    -0.35 | i | -0.6
- COc1ccccc1C(CC(=O)O)NS(=O)(=O)c1ccc2c(c1)N(C(C)=O)CC(C)O2 (stereo not given)
    1.58 | i | -2.1
- O=C1CC(N2CCN(c3ccccc3)CC2)C(=O)N1c1cccc(Br)c1 (stereo not given)
    0 | i | 7.4
- CCOC(=O)CNC(=O)c1ccc2[nH]c3ccccc3c2c1
    -0.57 | i | -0.4
- Cc1cccc(C)c1NC(=S)N(CCCN1CCCCC1)Cc1ccco1
    0.96 | i | -1.7
- Oc1ccc(C=Nc2cccc3ccccc23)c(O)c1
    0.45 | i | 0.4
- COC(=O)CCC(=O)OC1(C)C(=O)C2=CN(C(CO)CO)C(c3ccc(OC)cc3)=CC2=C(Br)C1=O (stereo not given)
    -0.02 | i | 1.3
- COc1ccc(S(=O)(=O)N2CCCCCC2)cc1C(=O)N(C)Cc1ccccc1F
    1.81 | -5.81* | -0.8
- O=C(NC1CCCCC1)C(c1ccccc1)N1CCc2ccccc21 (stereo not given)
    -1.75 | i | 0.1
- COc1ccc(C)cc1NC(=O)c1cccc(C(=O)Nc2cc(C)ccc2OC)n1
    0.28 | i | -0.5
- COC(=O)C(C)Sc1ccc2nnc(-c3ccccc3)n2n1 (stereo not given)
    -1.23 | i | -1.4
- COc1ccc(OC)c(NC(=O)CSCC(=O)O)c1
    -0.17 | i | -1.3
- COc1ccc(C(=O)NNC(=O)c2ccc(S(=O)(=O)N3CC(C)OC(C)C3)cc2)cc1 (stereo not given)
    1.25 | i | 5.5
- O=C(NC1CCCC1)c1ccc(Br)c(S(=O)(=O)N2CCCCC2)c1
    1.47 | i | 1.5
- CC(Oc1ccc2ccc(=O)oc2c1)C(=O)NC1CCN(Cc2ccccc2)CC1 (stereo not given)
    -0.39 | i | -2.3
- CCc1cccc(C)c1NC(=S)NCc1ccc2c(c1)cc(C)n2C
    0.89 | i | -0.3
- COc1cc([N+](=O)[O-])ccc1-c1ccc(/C=N/NC(=O)c2ccccc2O)o1
    1.6 | i | .
- CN(CC(O)COc1ccc(OCC(O)CN(C)C2CCCCC2)cc1)C1CCCCC1 (stereo not given)
    -1.21 | i | -1.6
- CCOc1ccc(OCCC(=O)NNC(=O)c2cc(C)oc2C)cc1
    -1.02 | i | -1.5
- CCCc1cc2c(-c3ccccc3)cc(=O)oc2cc1OCc1ccc(C(=O)O)o1
    -0.42 | i | 2.1
- COc1cccc(C2=NOC(C(=O)Nc3ccc(C(C)=O)cc3)C2)c1 (stereo not given)
    1.39 | i | -0.9
- Cc1ccc(/C=C(\C#N)C(=O)NCC2CCCO2)o1 (stereo not given)
    -1.13 | i | -0.2
- COc1cccc(C(=O)Nc2cc3c(cc2C(C)=O)OCCO3)c1
    1.81 | i | 1.1
- CCC(CC)NC(=O)c1cc([N+](=O)[O-])ccc1N1CCOCC1
    -0.25 | i | 1.6
- CC(C)c1ccc(NC(=O)COc2ccc(C3SCCS3)cc2)cc1
    -0.87 | i | -0.1
- COc1ccc(CCNC(=O)c2ccc3c(c2)NC(=O)C(N2CCOCC2)S3)cc1OC (stereo not given)
    -0.01 | i | -0.7
- Cc1ccccc1CNS(=O)(=O)c1ccccc1[N+](=O)[O-]
    -1.09 | i | -0.8
- Nc1ccc(-c2n[nH]c(=O)c3ccccc23)cc1N
    0.8 | i | 0.9
- CCCCc1ccc(/C=C2/C(=O)ON=C2c2ccccc2)s1
    1.27 | i | -1.9
- NC(=O)c1ccc(NC(=O)CNCc2ccccc2Cl)cc1
    0.81 | i | -0.5
- CCOC(=O)c1cn(-c2ccc([N+](=O)[O-])cc2)c2cc(Cl)c([N+](=O)[O-])cc2c1=O
    -0.02 | i | -1.3
- COc1ccnc(NCc2cccnc2)c1C#N
    -0.22 | i | -0.8
- O=C(O)COCC(=O)N1CCN(C2c3ccccc3-c3ccccc32)CC1
    0.91 | i | -0.6
- CCNC(=S)NNC(=O)c1cc(C2CC2)nc2ccccc12
    2.18 | i | -0.3
- CC(C(=O)Nc1ccc(Cl)cc1)c1ncc(C(F)(F)F)cc1Cl (stereo not given)
    0.73 | i | 6.8
- CC(O)c1nc2ccccc2n1C(C)c1ccccc1 (stereo not given)
    -0.31 | i | -0.4
- COC(=O)C(C)n1nc(C)n(-c2ccc(C)cc2)c1=O (stereo not given)
    0.93 | i | -1.3
- Nc1nnc(-c2ccncc2)s1
    0.04 | i | 1.1

(more compounds)
Each structure is followed by: Kir21 block | KCNQ2 inh | STK33 inh
- CCCCC(=O)N(c1ccc(C(=O)O)cc1)c1nc(-c2ccc(Cl)cc2)c(CC)s1
    -1.13 | i | -1.4
- COc1ccc(CCNC(=O)c2cn(C)c3ccc(S(=O)(=O)N4CCOCC4)cc3c2=O)cc1OC
    1.37 | i | -2.0
- COc1ccc(CN2C(=O)c3ccccc3C(/C=N/OCc3ccc(Cl)cc3)C2=O)cc1 (stereo not given)
    -0.49 | i | -1.4
- O=C1Nc2ccccc2N(O)N1c1cc(-c2cccc(Cl)c2)no1
    -2.57 | i | -0.6
- Cc1cccc(NC(=O)c2cc([N+](=O)[O-])ccc2Cl)c1O
    -0.5 | i | 1.1
- O=C(CCN1C(=O)COc2ccccc21)NCCN1CCN(c2ccccc2F)CC1
    -0.83 | i | 1.3
- Cc1ccc(C(=O)NC2CC(C)(C)NC(C)(C)C2)cc1C
    1.3 | i | 0.2
- CN(C)/C=N/c1cc(=O)[nH]c(=O)n1C
    -0.05 | i | -0.8
- O=C(Cn1ncc2c([nH]c3ccccc32)c1=O)Nc1cccnc1
    1.36 | i | 1.0
- Cc1ccc2c(c1)C(=O)CC1(CCCC1)O2
    -2.03 | i | -1.5
- Cc1ccc(OCc2nnc(SCC(=O)Nc3nccs3)n2-c2ccccc2)cc1C
    1.22 | i | -0.4
- COc1ccc(/C=C/C(=O)NCC(=O)N=Nc2c(O)[nH]c3ccc([N+](=O)[O-])cc23)cc1
    0.21 | i | -0.5
- CCOc1ccc(NC(=O)C(CC(=O)O)Cc2ccccc2)cc1 (stereo not given)
    -0.2 | i | 1.5
- COc1ccccc1N1CCN(CCN2C(=O)C3CCCCN3C2=O)CC1 (stereo not given)
    -1 | i | 0.1
- CCOC(=O)N1CCN(C(=O)CSc2nnc(-c3ccc(Cl)s3)o2)CC1
    0.43 | i | -2.5
- CSc1nc(N)nc(C(C)C)n1
    1.63 | i | -2.3
- Cc1[nH]nc2c1/C(=N\O)CC(C)(C)C2
    -0.33 | i | 0.9
- N#C/C(=C\c1ccc(O)c(O)c1)C(=O)Nc1cccc2ncccc12
    -0.15 | i | 5.4
- Cn1cc([N+](=O)[O-])c(C(=O)NCc2ccccc2)n1
    0.36 | i | -0.5
- Cc1ccccc1-n1c(SCC(=O)N(C)C2CCS(=O)(=O)C2)nnc1-c1ccncc1 (stereo not given)
    -1.04 | i | 0.3
- CCN=C1SC(C(=O)Nc2cccc(Br)c2)CC(=O)N1CC (stereo not given)
    0.02 | i | -3.0
- O=C(NCCNC(=O)c1ccc(F)cc1)c1ccc(F)cc1
    -0.03 | i | -18.8
- CCOC(=O)C1CCCCN1S(=O)(=O)c1cc2c(cc1C)NC(=O)CO2 (stereo not given)
    -1.28 | i | .
- CCC(C)NC(=O)C(=O)NCC1CCCN1CC (stereo not given)
    1.29 | i | 0.3
- CCN(CC)S(=O)(=O)c1ccc(Cl)c(NC(=O)COC(=O)c2ccc(O)cc2)c1
    0.81 | i | 1.3
- COc1ccc(N(CC(=O)NCCc2ccccc2)C(=O)CCC(=O)Nc2ccccn2)cc1
    -0.62 | i | 0.0
- COC(=O)c1ccccc1NC(=O)CSc1nccc(C)n1
    3.34 | i | 0.1
- CC(=O)c1c(C)[nH]c(C(=O)COc2cc(C)ccc2C(C)C)c1C
    4.7 | i | -0.5
- CCCCn1c(N)c(N(CC)C(=O)c2ccccc2C)c(=O)[nH]c1=O
    -0.93 | i | -1.1
- COc1ccc(CCNCC(O)COc2cccc(Br)c2)cc1OC (stereo not given)
    -1.41 | i | -0.7
- CCOC(=O)c1ccc(Oc2cc(C)nc(Cl)n2)cc1
    1.37 | i | -2.9
- O=[N+]([O-])c1cc(-c2cnc3ccccc3n2)ccc1Cl
    0.02 | i | -0.8
- COCCN(C(=O)CNC(=O)c1ccco1)C(C(=O)NC1CCCCC1)c1cccnc1 (stereo not given)
    1.61 | i | -0.3
- Cc1cc2nc(/C(C#N)=C/c3ccncc3)[nH]c2cc1C
    -0.09 | i | 0.4
- S=C1NCCNC(=S)NCCOCCN1
    -0.23 | i | -1.9
